Assay outcomes: PubChem, several laboratories
HTR2A ag – mouse Htr2a agonists via beta-arrestin recruitment, primary screen, cell-based, luminescence. 5-hydroxytryptamine receptor 2A (Mus musculus), P35363. CHO-K1 mHTR2A beta-arrestin complementation; percent of 30 µM serotonin response. activation, % at 7.6 µM. 360,000 compounds, 0.66% hits. AID 624169, 2012;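 active means activation above a run cutoff, the mean activation of all tested compounds plus 3 SD, cut at about 14% in these data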;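 further: 0% = plate median of compound wells and 100% = 30 µM serotonin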
Target sequence (P35363 whole entry, looked up): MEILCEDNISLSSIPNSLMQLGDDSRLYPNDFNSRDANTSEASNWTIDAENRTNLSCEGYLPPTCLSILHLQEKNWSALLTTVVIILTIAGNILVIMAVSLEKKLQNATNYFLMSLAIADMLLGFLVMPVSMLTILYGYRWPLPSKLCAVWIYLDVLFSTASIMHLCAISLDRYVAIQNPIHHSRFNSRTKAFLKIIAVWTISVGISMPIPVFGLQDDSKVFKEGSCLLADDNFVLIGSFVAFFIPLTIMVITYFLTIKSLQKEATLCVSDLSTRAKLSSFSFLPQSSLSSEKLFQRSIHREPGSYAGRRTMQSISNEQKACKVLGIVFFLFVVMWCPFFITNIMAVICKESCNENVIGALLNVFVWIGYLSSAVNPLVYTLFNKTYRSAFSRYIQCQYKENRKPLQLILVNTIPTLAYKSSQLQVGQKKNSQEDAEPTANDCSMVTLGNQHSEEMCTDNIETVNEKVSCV
NR2E3 ag-1 – inhibitors of NR2E3-RetCOR corepressor binding, primary screen, NR2E3 agonist project, biochemical, TR-FRET, GST-NR2E3, biotin-RetCOR; Photoreceptor-specific nuclear receptor (Homo sapiens), Q9Y5X4; 1536-well; inhibition of corepressor binding, % at 4.78 µM; 320,000 compounds, 0.12% hits; AID 2300, 2010;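 active means percent inhibition above the cutoff of mean plus 3 SD of all tested compounds, set per screening campaign, cut at about 20% in these data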;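 further: 0% = DMSO wells and 100% = biotin wells as full block of FRET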
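Format: 1536-well format; test system: GST-NR2E3 and biotin-RetCOR proteins; read-out basis: percent inhibition of TR-FRET ratio; timing: 5 h incubation at 4 °C; detection: time-resolved FRET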
NR2E3 ag-2 – NR2E3 agonists in two-hybrid cells, primary screen, cell-based, luminescence, CHO-S, Gal4-NCOR/VP16-NR2E3 | inhibition of corepressor binding, % at 3.98 µM | AID 602229, 2012 | 360,000 compounds, 0.35% hits | Photoreceptor-specific nuclear receptor (Homo sapiens), Q9Y5X4 | luciferase;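 active means inhibition above the mean of all tested compounds plus 3 SD, cut at about 70% in these data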;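 further: 0% = DMSO with NR2E3 transfected cells and 100% = cells lacking NR2E3 construct; higher means lower luciferase signal from less NR2E3 corepressor binding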
HIF-2a inh – HIF-2a reporter inhibitors, primary screen, luminescence, 786-0 RCC cells. 786-0 RCC cells HIF-2a reporter, luciferase luminescence, overnight. inhibition, % at 18.8 µM. 360,000 compounds, 0.72% hits. AID 624352, 2012;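 active means inhibition of the luminescence signal of 40% or more relative to plate controls, in a single-dose primary screen at 18.75 µM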
PDI turbidity – inhibitors of human PDI, primary screen, biochemical, turbidity, single point, plate reader. PDI insulin aggregation turbidity, A650, 90 min. inhibition, % at 10 µM. 350,000 compounds, 0.052% hits. AID 588391, 2011;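 active means mean inhibition across replicates of 30% or more, whatever share of single replicates reach that level; inconclusive means mean inhibition below 30% while every single replicate reaches 30%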;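 further: absorbance from insulin aggregation driven by PDI reduction with DTT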
Target sequence (P07237 whole entry, looked up): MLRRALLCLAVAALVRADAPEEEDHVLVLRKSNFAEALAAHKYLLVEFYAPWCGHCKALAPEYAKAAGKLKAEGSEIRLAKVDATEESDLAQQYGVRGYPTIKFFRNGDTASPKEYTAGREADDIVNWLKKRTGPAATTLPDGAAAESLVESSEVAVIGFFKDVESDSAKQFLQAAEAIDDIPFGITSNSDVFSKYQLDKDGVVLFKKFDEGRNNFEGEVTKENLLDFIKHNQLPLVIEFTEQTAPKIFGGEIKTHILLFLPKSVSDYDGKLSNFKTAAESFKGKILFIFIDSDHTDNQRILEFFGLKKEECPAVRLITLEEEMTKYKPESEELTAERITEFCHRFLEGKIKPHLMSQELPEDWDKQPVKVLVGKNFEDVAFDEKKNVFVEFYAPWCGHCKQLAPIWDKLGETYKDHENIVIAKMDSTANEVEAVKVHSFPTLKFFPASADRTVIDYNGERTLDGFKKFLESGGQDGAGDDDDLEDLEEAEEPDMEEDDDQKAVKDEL
iPSC survival up – enhancers of single-cell hiPSC survival, primary screen, ATPlite luminescence | 100% = ROCK inhibitor wells, 0% = DMSO | 360,000 compounds, 0.044% hits | AID 602274, 2012 | survival enhancement, % at 20 µM; in the data active means survival enhancement above about 18%;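 further: cells exposed to compounds for 16 hours before the ATP read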
TRPM1 prom inh – inhibitors of MITF-dependent TRPM1 promoter reporter, primary screen, cell-based, SK-MEL-5, single point, luciferase; SK-MEL-5 TRPM1 promoter luciferase, 24 h; 330,000 compounds, 0.83% hits; inhibition, % at 12.5 µM; AID 488899, 2010;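 active means mean inhibition across replicates of 60% or more, whatever share of single replicates reaches that level; inconclusive means some that reach 60%, reason not given; inactive means mean inhibition across replicates below 60%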; further: values of inactives mirror those of a sister screen read the other way
CaV13 FRET inh – Primary screen for inhibitors of IQ motif and Ca2+-dependent inactivation inhibitor domain binding in CACNA1D, Förster resonance energy transfer in living cells, …. HEK cells, CFP/YFP FRET ICDI-IQ, plate reader, 10 min; percent FRET-ratio fall versus neutral wells. inhibition, % at 12.3 µM. 340,000 compounds, 0.098% hits;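 active means mean replicate inhibition of at least 30% and at least 1% of replicates passing that level; inconclusive means only one of the two criteria is met; inactive means neither criterion is met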;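 further: 0% = median of the neutral control wells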
Peg3 promoter – Peg3 promoter-driven luciferase inhibitors, primary screen, cell-based, HeLa, luciferase luminescence; 360,000 compounds, 1.7% hits; AID 588405, 2011; inhibition, % at 20 µM; HeLa PEG-Prom luciferase reporter, overnight;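 active means inhibition of at least 50% at 20 µM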
Shn3 3UTR inh – reduction of Shn3 3'UTR firefly luciferase signal, primary screen, Schnurri-3 inhibitor project, cell-based, Clone20 osteoblasts, set 2; inhibition, % at 12.5 µM; 360,000 compounds, 0.52% hits; Clone20 osteoblast Shn3 3'UTR firefly luciferase, 24 h;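 active means mean inhibition of at least 75% with every replicate also reaching 75%; inconclusive means mean inhibition at least 75% but some replicate below; inactive means mean inhibition below 75%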;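 further: 0% = median of neutral control wells and 100% = pilot-screen positive control compound; some compounds past the cut are filed as inactive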
H9c2 protect – cardioprotection against H2O2-induced cell death, primary screen, uHTS, H9c2 cells, ATPLite luminescence; protection from H2O2 cell death, % at 20 µM; AID 588492, 2011; 360,000 compounds, 0.63% hits; H9c2 cardiomyocytes, H2O2 injury protection, 2 h;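 active means compounds giving at least 50% protection of heart cells from peroxide-induced death in the single-dose screen, raw or plate-pattern-corrected value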;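 further: 0% = DMSO wells with peroxide and 100% = DMSO wells without peroxide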
* = called active by the depositor; u = inconclusive; x = no result given.

| Structure | HTR2A ag | NR2E3 ag-1 | NR2E3 ag-2 | HIF-2a inh | PDI turbidity | iPSC survival up | TRPM1 prom inh | CaV13 FRET inh | Peg3 promoter | Shn3 3UTR inh | H9c2 protect |
| --- | --- | --- | --- | --- | --- | --- | --- | --- | --- | --- | --- |
| O=C(COc1ccccc1F)NC1CCN(Cc2ccccc2)CC1 | -2 | 0 | 11 | 22 | -4 | 2.3 | 6 | -6 | 3 | 2 | 0 |
| COc1ccc(NC(=O)c2ccccc2NS(C)(=O)=O)cc1OC | 1 | 4 | 15 | 10 | -2 | -4.5 | 0 | x | 12 | -13 | 6 |
| CCC1c2ccc(C)n2CCN1C(=O)Nc1ccc(F)cc1 (configuration not stated) | -4 | -2 | -3 | -112 | -4 | 1.7 | -13 | -6 | -66 | -27 | -2 |
| CCOC(=O)c1ccc(NC(=O)c2nc[nH]c2C(=O)NCCCCCNC(=O)OC(C)(C)C)cc1 | 2 | -2 | -1 | -1 | -8 | 10 | 6 | -11 | 70* | 0 | 79* |
| CCN(CC)CCNCC(=O)Nc1ccc(Oc2ccccc2)cc1 | 2 | 3 | 14 | 12 | 2 | -0.2 | -6 | -6 | 3 | 8 | 12 |
| CN(C)CCCNC(=O)CC(c1ccccc1)c1ccccc1O (configuration not stated) | -2 | -2 | -15 | -2 | 1 | -0.1 | 3 | -5 | 1 | -13 | 3 |
| O=S(=O)(c1ccc(SCc2ccccc2)nc1)N1CCCC1 | 2 | -5 | -18 | -100 | -2 | -0.5 | -12 | -2 | -47 | -21 | -15 |
| CCOC(=O)Nc1nnc(-c2ccc(OC)cc2)s1 | 1 | 2 | -38 | -138 | -4 | -3.2 | -39 | x | -109 | -49 | -7 |
| CCC1=C(C(=O)OC)C(c2cc(OC)ccc2OC)C(C#N)=C(N)O1 (configuration not stated) | 5 | 1 | -4 | 4 | 1 | 0.5 | -3 | -6 | -60 | 5 | 1 |
| Cc1nn(-c2ccccn2)c2c1-c1nc(N)ncc1CC2 | -2 | 5 | -92 | -163 | 2 | -3.3 | -100 | -3 | -235 | -64 | -21 |
| COc1ccc(-n2c(=S)[nH]c3c(oc4ccccc43)c2=O)cc1 | 3 | 53* | -35 | -35 | 4 | -0.4 | 9 | -12 | -39 | 12 | 1 |
| O=C(Nc1cn(-c2ccccc2)nc1-c1cccs1)c1ccco1 | -1 | 0 | -46 | -91 | 4 | 1.0 | -23 | 0 | -44 | -5 | 7 |
| C=CCc1cccc(CNc2cnc3ccccc3c2)c1O | 2 | 3 | 42 | -90 | 10 | 3.8 | -7 | -2 | -82 | 50 | -17 |
| COc1ccc(S(=O)(=O)NCC(=O)N(CC(=O)NCc2ccco2)Cc2ccccc2)cc1 | -2 | 5 | -12 | 17 | 11 | -0.7 | 10 | -4 | 8 | -10 | 3 |
| COc1ccc(-c2nc3n(n2)C(c2ccccc2Cl)C(C(N)=O)=C(C)N3)cc1 (configuration not stated) | -4 | -2 | -32 | -4 | x | -2.3 | -3 | -2 | -1 | -5 | -6 |
| Cc1ccc(N2C(=O)C3CC3C2=O)cc1 (configuration not stated) | 0 | 3 | 7 | 11 | u | 1.1 | -1 | -6 | 14 | -14 | -2 |
| COc1ccc(NC(=O)c2ccc([N+](=O)[O-])s2)c([N+](=O)[O-])c1 | -2 | 2 | -29 | -40 | -3 | -0.7 | 46 | -4 | -30 | -18 | 21 |
| CCOCCCNC(=O)C(c1ccc(C)cc1)N(Cc1ccc2c(c1)OCO2)C(=O)c1ccccn1 (configuration not stated) | 2 | 3 | 1 | 7 | -2 | 1.4 | -7 | -1 | 18 | -43 | 10 |
| O=C1C2C3C=CC(CC3)C2C(=O)N1c1ccc([N+](=O)[O-])cc1 (configuration not stated) | 3 | 0 | -8 | 4 | 0 | -0.6 | 2 | -3 | 0 | 6 | 0 |
| O=C(c1cccs1)N1CCN(S(=O)(=O)c2ccccc2)CC1 | -4 | -1 | 0 | 14 | 5 | 2.1 | 8 | -4 | -4 | -1 | 9 |

Continued; the last 3 above are carried over.
| Structure | HTR2A ag | NR2E3 ag-1 | NR2E3 ag-2 | HIF-2a inh | PDI turbidity | iPSC survival up | TRPM1 prom inh | CaV13 FRET inh | Peg3 promoter | Shn3 3UTR inh | H9c2 protect |
| --- | --- | --- | --- | --- | --- | --- | --- | --- | --- | --- | --- |
| CCOCCCNC(=O)C(c1ccc(C)cc1)N(Cc1ccc2c(c1)OCO2)C(=O)c1ccccn1 (configuration not stated) | 2 | 3 | 1 | 7 | -2 | 1.4 | -7 | -1 | 18 | -43 | 10 |
| O=C1C2C3C=CC(CC3)C2C(=O)N1c1ccc([N+](=O)[O-])cc1 (configuration not stated) | 3 | 0 | -8 | 4 | 0 | -0.6 | 2 | -3 | 0 | 6 | 0 |
| O=C(c1cccs1)N1CCN(S(=O)(=O)c2ccccc2)CC1 | -4 | -1 | 0 | 14 | 5 | 2.1 | 8 | -4 | -4 | -1 | 9 |
| CC(=O)Nc1cc(C(=O)N(C)Cc2ccccc2)ccc1S(=O)(=O)c1ccc(C)cc1 | -5 | -3 | -16 | 1 | -6 | -0.1 | 2 | -4 | 9 | 6 | -5 |
| CN(C)/C=C/C(=O)c1ncc(C(F)(F)F)cc1Cl | 4 | 0 | 16 | 17 | 9 | -0.7 | -4 | 6 | 7 | 4 | 0 |
| CN1C(=O)C2(C(C#N)=C(N)Oc3n[nH]c(-c4ccc(Cl)cc4)c32)c2ccccc21 (configuration not stated) | -2 | 4 | 3 | 15 | -5 | -1.2 | 7 | 0 | 6 | 0 | -4 |
| CCOC(=O)c1[nH]c2c(c1-c1ccccc1)C(=O)CC(c1ccc(OC)c(OC)c1)C2 (configuration not stated) | -1 | 1 | -29 | -20 | x | 0.7 | 4 | -2 | 0 | 26 | 8 |
| CC1=NN(C(=O)CCc2ccccc2)C(c2ccccc2)C1 (configuration not stated) | 13 | 0 | -17 | -16 | 20 | -2.4 | -17 | -5 | -14 | 9 | -4 |
| O=C(NC1CCCCCC1)C(=S)NCc1ccccc1 | -5 | 5 | -9 | -211 | 2 | -0.6 | -37 | -3 | -164 | -10 | 1 |
| O=C(NCCCCl)C1CC(=O)N(CCc2ccc(F)cc2)C1 (configuration not stated) | 4 | 2 | -1 | 24 | 12 | 0.0 | -5 | -1 | 6 | -1 | 1 |
| Cc1ccc(C(=O)CCC(=O)Nc2ccccc2C)c(C)c1 | 9 | 1 | -3 | -72 | -10 | -0.2 | -13 | 9 | -43 | -18 | -1 |
| CC(=O)Nc1ccc(C2=NOC(C)(C)C(=O)N2Cc2cccc(C#N)c2)cc1 | -5 | x | -3 | -5 | -1 | -3.4 | x | 5 | -2 | 1 | 2 |
| CC(CNC(=O)C1CCCCC1)NC(=O)C1CCCCC1 (configuration not stated) | 2 | 3 | 8 | 11 | 8 | -0.8 | 5 | -8 | 11 | 5 | 9 |
| O=C(CCN1C(=O)C2C3C=CC(C3)C2C1=O)NCCc1ccccc1 (configuration not stated) | -5 | -4 | -31 | -42 | 3 | 0.9 | -18 | -6 | -18 | -30 | 10 |
| CC(CC(=O)N(C)c1c(N)n(Cc2ccccc2)c(=O)[nH]c1=O)c1ccccc1 (configuration not stated) | -2 | -1 | 21 | 6 | 2 | -0.3 | 1 | -1 | 5 | -11 | -2 |
| CC1(OCON)CCCc2ccccc21 (configuration not stated) | -3 | 0 | -2 | 1 | 4 | 0.5 | 2 | -7 | -2 | 16 | 1 |
| CN(C(=O)c1ccc(NC(=O)Cc2cccc(NC(=O)C3CCCN(C(=O)CCc4ccccc4)C3)c2)cc1)C1CC1 (configuration not stated) | -4 | x | -13 | -51 | -3 | -0.4 | -32 | -7 | -49 | 1 | -18 |
| O=C(COC(=O)CCN1C(=O)c2cccc([N+](=O)[O-])c2C1=O)NCc1ccccc1 | 10 | -1 | -1 | 9 | 3 | 2.0 | -7 | 2 | 12 | 7 | -4 |
| Cc1ccc(-c2c(C)sc3nc(CN4CCN(CC(=O)NC5CC5)CC4)[nH]c(=O)c23)cc1 | -2 | 2 | 13 | 15 | 21 | 1.3 | 2 | -2 | -6 | -8 | 1 |
| Cc1cc(C)c(NC(=O)Cn2nnc(C(=O)NCc3ccc4c(c3)OCO4)c2N)c(C)c1 | 7 | 2 | 0 | 9 | 15 | -0.2 | 2 | x | 17 | 0 | -1 |
| Clc1cccc(N2CCN(CCCN3CCN(c4ccccc4)CC3)CC2)c1 | 5 | x | -3 | 0 | -21 | -2.1 | 5 | -7 | 17 | 12 | -9 |
| O=C(Nc1cccc([N+](=O)[O-])c1)Nc1ccc2c(c1)CCC2 | 1 | 0 | -30 | -268 | 1 | -0.6 | -54 | -3 | -138 | -20 | -15 |
| CC(C)(C)c1cc(NC(=O)COC(=O)c2nccnc2N)n(-c2ccccc2)n1 | -1 | 1 | -1 | 8 | -1 | -0.5 | -5 | -9 | 6 | -7 | 8 |
| O=C(Nc1ccc(Cl)cc1)Nc1csc([N+](=O)[O-])c1 | -6 | 3 | -19 | -261 | -2 | -0.5 | x | -13 | -153 | 60 | -17 |
| CN(C)[C@@H](CO)c1nnc([C@H](CCC(=O)O)NC(=O)C2CCNCC2)o1 | -5 | 0 | -19 | 4 | -8 | 2.3 | -2 | -5 | -4 | -10 | 7 |

The order is random, and some 3.9% of all compounds hit somewhere here.
